# High-throughput results deposited in PubChem by several laboratories.
# Ins promoter up: insulin promoter activators in MIN6 cells, imaging, high-content screening, mouse beta cells. MIN6 insulin promoter-GFP reporter; stronger effect = higher value. z-score at 5 µM. 190,000 compounds, 0.3% hits;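 active means z-score above 3 at 5 µM with at least 500 cells counted in the well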
# CSM14.1 death rescue: rescue of cells from ER stress-induced death, primary screen, 384-well, CSM14.1, thapsigargin, ATP luminescence (AID 1222). cellular ATP content (survival), % at 20 µM; hits with a dose series show EC50 in µM. CSM14.1 thapsigargin-induced death rescue, ATP luminescence; higher % means a stronger effect. 190,000 tested, under 10 active;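 active means EC50 below 50 µM in the dose-response confirmation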;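 further: death triggered by thapsigargin at about 15 µM added after 2 h compound pretreatment; cell ATP read after overnight thapsigargin exposure of roughly 18 to 22 hours; normalized against plate controls of thapsigargin alone and 5% DMSO vehicle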
# K1F lysis inhibition: inhibition of K1F phage lysis, E. coli UTI89, bacterial capsule biogenesis inhibitors, alamar blue (AID 488966). E. coli UTI89 K1F phage lysis, alamar blue, 2 h; higher % means a stronger effect. inhibition, % at 100 µM; hits with a dose series show IC50 in µM. 340,000 compounds, 0.02% hits;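 active means phage lysis inhibition, versus mean bacterial control, above a set limit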;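 further: capsule biogenesis inhibitors block K1F phage lysis so surviving cells raise fluorescence; higher fluorescence means more inhibition of phage lysis; actives were called in the ten point dose series up to 300 µM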
# MT stabilizer: microtubule stabilizers in HeLa cells, primary screen, imaging, high-content imaging | HeLa tubulin immunostaining HCS, 24 h; share of cells brighter than vehicle mean+2SD | % tubulin-high responders, % at 10 µM | 200,000 compounds, 0.83% hits;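 active means plate Z-score above 3 for both tubulin-high and condensed-nucleus cell shares, with cell loss under 80%, at 10 µM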;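 further: anti alpha tubulin signal scored within the nucleus-defined area of each cell; some results filed as inactive read as strong as hits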
# M1AAP inhibition: P. falciparum M1AAP inhibitors, biochemical, fluorogenic H-Leu-NHMec substrate, 1536-well (AID 1445) | Aminopeptidase N (Plasmodium falciparum (isolate 3D7)) | one-dose inhibition, % at 30 µM; IC50 in µM for titrated hits | recombinant M1AAP, H-Leu-NHMec fluorogenic kinetic assay; higher % means a stronger effect | 220,000 compounds, 0.42% hits;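 active means primary inhibition above the hit cutoff, then over 50% inhibition at one or more dose response concentrations, cut at about 23% in these data, passing the limit was not always enough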;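 further: plate controls were DMSO full reaction for no effect and no enzyme background for full effect; strong numbers were not always called active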
# Dynein transport: inhibitors of GR-EGFP nuclear translocation, primary screen, dynein cargo transport inhibitor project, imaging, high-content, 3617.4 mouse cells; test concentration mostly 20 µM; stimulated with dexamethasone, 1 µM; stronger effect = lower value; 220,000 compounds, 0.47% hits; z-score, hits read low;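 active means plate z-score of nuclear minus cytoplasmic receptor signal below a set negative limit, without overly bright fluorescence or cell loss, cut at about -3.5 in these data, passing the limit was not always enough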;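 further: z-score of nuclear minus cytoplasmic ring GR-EGFP intensity difference per well; some compounds called inactive have numbers as strong as hits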
#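 Medium: Induction medium lacking tetracycline, stripped serum | Probe or stimulus: 1.0 µM final dexamethasone stimulus | Schedule: 48 h induction, then 1 h compound, then 30 min agonist, 37 °C | Signal: Automated 10x imaging of fixed Hoechst-stained cells | Evaluation: Per-cell GR-EGFP intensity, nucleus versus surrounding cytoplasmic ring, well-averaged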
# Autophagy mod: autophagy modulators in MEF cells, primary screen, imaging, high-content, MEF GFP-LC3; 190,000 compounds, 0.98% hits; AID 463193, 2010; MEF GFP-LC3 puncta imaging; test concentration mostly 10 µM; calls only at 10 µM (by protocol);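 active means percentage of spot-positive cells more than 3 SD above its plate mean, without a fluorescence outlier flag or 80% toxicity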;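 further: spot-positive cell cutoff set from DMSO-treated cells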
# P. falciparum M17LAP: P. falciparum M17LAP inhibitors, primary screen, biochemical, fluorogenic H-Leu-NHMec substrate, 1536-well (AID 1619); Leucine aminopeptidase (Plasmodium falciparum (isolate 3D7)); recombinant M17LAP, H-Leu-NHMec fluorogenic kinetic assay; higher % means a stronger effect; inhibition, % at 30 µM; hits with a dose series show IC50 in µM; 220,000 compounds, 0.38% hits;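 active means compound inhibiting the enzyme by more than half at any dose during confirmatory dose-response retesting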;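 further: plate controls were full reaction with DMSO carrier for no effect and no enzyme background for full effect; strong numbers were not always called active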
# b-catenin transl: modulators of beta-catenin nuclear translocation, primary screen, imaging, HeLa cells, immunofluorescence, high-content | nuclear translocation activity, % at 5 µM | 190,000 compounds, 0.3% hits;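 active means nuclear translocation activity above 50% at 5 µM, with a well cell count of 50 or more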;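 further: per-cell ratio of nuclear to cytoplasmic median beta-catenin stain intensity; plate controls were DMSO negative control for no effect and GSK-3 inhibitor IX positive control for full effect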
#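 test system = HeLa cells, endogenous beta-catenin | dosing = single 5 µM dose plus 0.02–20 µM confirmation series | times = compound treatment 24 h, 37°C, 5% CO2 | technique = beta-catenin immunofluorescence imaging with DAPI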
# Dynein transport cytoplasmic EGFP: also measured in Dynein transport; calls as there; z-score; measured here: cytoplasmic GR-EGFP intensity; stronger effect = higher value
# Dynein transport nuclear GR-EGFP: also measured in Dynein transport; calls as there; z-score; measured here: nuclear GR-EGFP intensity;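 lower value marks the stronger effect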
# Dynein transport cell count: recorded beside Dynein transport, whose call it bears; z-score; measured here: cell count per field
# Ins promoter up cell count: second read-out of Ins promoter up, no call of its own (marks repeat the call); cell count; measured here: cytotoxicity, nuclei count;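 total cells summed across four imaged fields per well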
# b-catenin transl cell count 5 µM: second read-out of b-catenin transl, no call of its own (marks repeat the call); cell count; measured here: cell count, cytotoxicity flag
# MT stabilizer Hoechst-high %: recorded beside MT stabilizer, whose call it bears; % Hoechst-high responders; measured here: nuclear condensation Hoechst responders;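 share of cells brighter than vehicle mean plus two SD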
# MT stabilizer cytotoxicity %: second read-out of MT stabilizer, no call of its own (marks repeat the call); toxicity, %; measured here: cytotoxicity by cell density;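 0% = mean cell density of plate MIN control wells and 100% = no cells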
# Autophagy mod cell loss 18 h: further read-out of Autophagy mod, marked with its call; toxicity, %; measured here: cell loss, nuclei count;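 cell loss after 18 h compound exposure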
# Active calls of the source: *; i = inactive; / = no result given; [ ] = dose if it differs, or a comment.
# Order of results: P. falciparum M17LAP, Ins promoter up, b-catenin transl, CSM14.1 death rescue, K1F lysis inhibition, Dynein transport nuclear GR-EGFP, Dynein transport, Ins promoter up cell count, MT stabilizer, Dynein transport cytoplasmic EGFP, MT stabilizer cytotoxicity %, MT stabilizer Hoechst-high %, Autophagy mod, Autophagy mod cell loss 18 h, b-catenin transl cell count 5 µM, Dynein transport cell count, M1AAP inhibition
- O=C(c1csc2c1CCCC2)N1CCN(c2ccccc2)CC1
 : 4.5%, -0.98, /, -0.3%, 4.5%, 0.27, -0.0468, 508, 6.9, -0.114, 5.1, 3.0, i, -5.6, /, -0.752, 2.8%
- Cn1ccnc1SCC(=O)c1ccc2ccccc2c1
 : 3.1%, -0.29, -0.7, 0.1%, 0.2%, 0.241, -0.282, 1227, 1.7, 0.463, 10.5, 3.5, i, -2.4, 1063, 1.08, 11.0%
- Cc1cc(C)n(Cc2ccc(F)cc2)c(=O)c1C#N
 : -1.3%, 0.84, 1.2, -1.4%, -0.5%, 0.436, 0.31, 1294, 3.6, -0.159, 9.3, 2.3, i, 0.7, 836, -0.505, -5.6%
- O=C(/C=C/c1ccc(Cl)cc1Cl)N1CCc2ccccc21
 : -4.2%, -0.62, -0.6, -8.8%, -0.8%, -0.0163, -0.0512, 1279, 3.7, -0.283, 11.7, 1.7, i, 11.7, 557, 0.61, -0.9%
- Cc1ccccc1C(=O)NC(=S)Nc1cccc(NC(=O)C(C)C)c1
 : -3.5%, 0.04, -4.8, -0.6%, 0.1%, 0.326, 0.271, 1524, 4.2, -0.216, 11.2, 2.0, i, 17.8, 1125, -0.0423, 6.7%
- C=CCC1(/C=N/O)CCOC(C)(C)C1 (stereo unspecified)
 : 4.1%, 0.31, 0.5, /, 0.5%, 0.326, -0.61, 1183, /, -0.253, /, /, /, /, 1291, 0.111, 3.4%
- CC(Cc1cccs1)NC(=S)Nc1ccc(F)cc1 (stereo unspecified)
 : 4.0%, -0.1, /, -3.8%, 0.3%, -0.912, -0.836, 1274, 3.7, -0.327, 2.2, 2.9, i, -1.0, /, 0.932, 1.6%
- COc1ccc(OC)c(S(=O)(=O)Nc2ccc(O)c(Sc3ncn[nH]3)c2)c1
 : 38.9%, -0.1, 0.2, /, -0.3%, 0.493, 0.536, 1187, 2.8, 0.0668, 6.5, 1.0, i, 1.0, 1034, 1.92, 15.7%
- COCCNC(=O)COc1ncnc2ccc(Br)cc12
 : 3.8%, -0.14, 1.9, 4.8%, -0.1%, 2.16, 2.95, 916, 1.4, -0.036, 8.8, 1.3, i, 7.0, 1103, -1.6, 0.7%
- CCCn1nnc(NC(=O)c2cc(Br)cc(Br)c2OC)n1
 : 4.2%, 1.48, -2.4, 3.4%, -0.4%, 0.287, -0.144, 1282, 3.4, -0.112, 9.4, 2.4, i, -7.5, 1233, 0.468, 4.1%
- COc1ccc(NC(=O)C(NCC(C)C)c2ccccc2)cc1Cl (stereo unspecified)
 : 14.2%, -0.57, 0.2, 3.1%, 1.2%, -0.192, -0.373, 1319, 4.1, 0.0382, 4.5, 1.4, i, 35.6, 1110, 0.303, -2.0%
- O=c1c([N+](=O)[O-])c(N2CCCCC2)c2ccccc2n1-c1ccccc1
 : -5.3%, -0.41, /, -0.7%, 0.8%, 0.187, 0.341, 980, 2.1, -0.177, 8.5, 1.5, i, 7.2, /, 0.94, -1.4%
- CCOC(=O)c1sc2nc3c(SCCC#N)cc(C(=O)c4cc(F)ccc4O)cn3c(=O)c2c1C
 : -12.3%, -1.09, -0.7, 0.2%, 0.4%, 0.00237, -0.221, 1045, 5.4, -0.0611, 9.3, 2.7, i, -1.9, 535, -0.0265, 2.7%
- CCCn1nc2cc(C(=O)NC3CCCc4ccccc43)ccc2c1OCC (stereo unspecified)
 : 0.9%, -0.34, -0.9, 0.4%, 0.1%, 1.25, 1.25, 1588, 2.5, -0.231, 9.4, 1.9, i, 21.2, 1463, -0.199, 0.8%
- Cc1ccccc1NC1=NCC(c2ccc([N+](=O)[O-])cc2)S1 (stereo unspecified)
 : 0.2%, -0.73, 1.2, -0.9%, 0.3%, -0.206, -0.652, 1318, 3.1, -0.246, 6.4, 2.8, i, 22.1, 1121, 0.182, -5.3%
- Cc1cc(N)c(C)c([N+](=O)[O-])c1C
 : -38.9%, -0.13, -1.1, 0.2%, 1.7%[50 µM], 0.0335, -0.486, 1314, 0.7, -0.21, 6.5, 2.4, i, 5.6, 976, -0.82, -1.4%
- Cn1c(SCC(=O)N/N=C/c2ccc([N+](=O)[O-])s2)nnc1-c1ccccc1
 : 0.8%, -0.21, -0.6, -1.2%, -2.4%[50 µM], -0.14, -0.337, 566, 3.3, 0.0479, 4.9, 1.2, i, 40.5, 558, -0.172, 7.5%
- O=C(CSc1cccc2cccnc12)N/N=C/c1cccnc1
 : 0.0%, -0.97, 1.3, 0.3%, /, 0.212, -0.86, 1300, 2.9, -0.334, 5.7, 2.6, i, 24.2, 1061, 0.604, 6.2%
- COC(=O)C1C2C=CC3(CN(CC4CCCO4)C(=O)C13)O2 (stereo unspecified)
 : 0.2%, 0.01, -0.2, -2.2%, 0.5%, 0.432, 0.137, 1681, 1.4, -0.245, 7.0, 0.4, i, 6.0, 996, -0.906, 3.7%
- Cc1cc(NC(=O)CSc2nc(N)c(NC(=O)c3ccco3)c(=O)[nH]2)no1
 : 3.7%, 0.76, 0.4, /, 0.3%, 0.0205, -0.729, 948, /, -0.237, /, /, /, /, 1319, 0.147, -9.2%
- CCCc1nc2ccc(NC(=O)NCCC(=O)OCC)cc2c(=O)n1Cc1ccc(Cl)cc1
 : 0.0%, /, 3.4, -2.3%, 0.8%, 0.525, 1.05, /, 2.5, -0.178, 3.6, 2.1, i, -0.2, 543, 0.0635, 1.0%
- CCC(=O)N1CCc2cc(Br)cc(S(=O)(=O)CC(=O)OC)c21
 : -2.8%, 2.24, -4.7, -1.3%, -0.4%[50 µM], 0.038, -0.432, 1336, 5.3, -0.213, 7.8, 3.6, i, -7.2, 826, -0.271, -2.7%
- COc1ccc(C2OC(=O)CC2C(=O)NCc2ccc(F)cc2)cc1OC (stereo unspecified)
 : -3.0%, /, 0.8, 2.2%, 0.3%, 0.577, 0.79, /, 2.9, -0.316, 8.2, 1.7, i, 6.0, 1091, 0.115, 0.0%
- N=c1ccn(CC(=O)c2ccc(-c3ccccc3)cc2)cc1
 : -11.1%, -0.57, 2.1, -3.0%, 0.6%, 1.6, 2.8, 626, 14.4, -0.0967, 19.1, 3.3, i, 13.1, 824, -1.61, -2.3%
- O=C(Nc1ccc(-c2noc(-c3ccccc3F)n2)cc1)c1cccs1
 : 3.8%, 0.8, 1.4, 0.6%, 3.7%, -0.0977, -0.317, 1452, 2.3, -0.167, 4.3, 2.2, i, 5.5, 1103, 0.611, -2.6%
- CCCCNC(=O)CSc1nc2cc3c(cc2c(=O)n1CCCC(=O)NCCc1ccc(OC)c(OC)c1)OCO3
 : 2.0%, /, 9.7, -2.1%, 2.5%, -0.245, -0.524, /, 1.6, -0.26, 2.0, 1.0, i, 11.5, 455, 0.399, -4.0%

# Exported as labelled records: 3 of the compounds above.
Cc1cc(C)n(Cc2ccc(F)cc2)c(=O)c1C#N
  P. falciparum M17LAP: -1.3%
  Ins promoter up: 0.84
  b-catenin transl: 1.2
  CSM14.1 death rescue: -1.4%
  K1F lysis inhibition: -0.5%
  Dynein transport nuclear GR-EGFP: 0.436
  Dynein transport: 0.31
  Ins promoter up cell count: 1294
  MT stabilizer: 3.6
  Dynein transport cytoplasmic EGFP: -0.159
  MT stabilizer cytotoxicity %: 9.3
  MT stabilizer Hoechst-high %: 2.3
  Autophagy mod: i
  Autophagy mod cell loss 18 h: 0.7
  b-catenin transl cell count 5 µM: 836
  Dynein transport cell count: -0.505
  M1AAP inhibition: -5.6%

CCCn1nc2cc(C(=O)NC3CCCc4ccccc43)ccc2c1OCC (stereo unspecified)
  P. falciparum M17LAP: 0.9%
  Ins promoter up: -0.34
  b-catenin transl: -0.9
  CSM14.1 death rescue: 0.4%
  K1F lysis inhibition: 0.1%
  Dynein transport nuclear GR-EGFP: 1.25
  Dynein transport: 1.25
  Ins promoter up cell count: 1588
  MT stabilizer: 2.5
  Dynein transport cytoplasmic EGFP: -0.231
  MT stabilizer cytotoxicity %: 9.4
  MT stabilizer Hoechst-high %: 1.9
  Autophagy mod: i
  Autophagy mod cell loss 18 h: 21.2
  b-catenin transl cell count 5 µM: 1463
  Dynein transport cell count: -0.199
  M1AAP inhibition: 0.8%

COCCNC(=O)COc1ncnc2ccc(Br)cc12
  P. falciparum M17LAP: 3.8%
  Ins promoter up: -0.14
  b-catenin transl: 1.9
  CSM14.1 death rescue: 4.8%
  K1F lysis inhibition: -0.1%
  Dynein transport nuclear GR-EGFP: 2.16
  Dynein transport: 2.95
  Ins promoter up cell count: 916
  MT stabilizer: 1.4
  Dynein transport cytoplasmic EGFP: -0.036
  MT stabilizer cytotoxicity %: 8.8
  MT stabilizer Hoechst-high %: 1.3
  Autophagy mod: i
  Autophagy mod cell loss 18 h: 7.0
  b-catenin transl cell count 5 µM: 1103
  Dynein transport cell count: -1.6
  M1AAP inhibition: 0.7%
